TAG inh: triacylglycerol accumulation inhibition. AID 651582. H9c2 cells, Nile Red lipid (TAG) fluorescence; cells loaded with 200 µM oleic acid. actives 0.66% (n = 230,000). inhibition, % at 12.5 µM;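 active = pattern-corrected inhibition of lipid staining of at least 50% with the nuclear-stain viability signal not falling by more than 50%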;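 also: 0% = DMSO wells and 100% = triacsin C control wells; some results filed as inactive read as strong as hits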
TAG inh DAPI viability: also measured in TAG inh; calls as there; DAPI nuclei signal change (viability), lower = more cytotoxic, %;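 whole-well DAPI fluorescence read on a plate reader as a viability signal; minus 50 percent equals half of cells still viable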
An asterisk follows results filed as active. An excerpt, so the mix of outcomes need not match the whole.

SMILES | TAG inh | TAG inh DAPI viability
O=C(COC(=O)CCc1ccc(S(=O)(=O)N2CCOCC2)cc1)NC(=O)NC1CCCCC1 | -4 | -5
CC1(C)Cc2ccccc2-c2nc(-c3ccccc3)oc(=O)c21 | 5 | 3
C/C(=C/CCC(C)(O)C1CC[C@@]2(C)[C@@H]3CC=C4[C@@H](CC[C@H](O[C@H]5O[C@@H](CO)[C@H](O)[C@@H](O)[C@@H]5O)C4(C)C)[C@]3(C)C(=O)C[C@]12C)CO[C@@H]1O[C@H](CO)[C@@H](O)[C@H](O)[C@H]1O (stereo not given in full) | 12 | -4
CCN(CC(=O)Nc1ccccc1C(F)(F)F)C(=O)c1ccc(N2CCCC2=O)cc1 | -7 | -9
CC1(C(=O)NS(=O)(=O)c2ccccc2Cl)CCN1C(=O)c1cccc(F)c1 (stereo not given) | 0 | 4
C#CCOCCOCCOCCNc1nc(N2CCN(C(=O)CCCCCCCCCCNC(=O)[C@H]([C@@H](C)CC)n3cc(CCCCCN)nn3)CC2)nc(N2CCN(C(=O)CCCCCCCCCCNC(=O)[C@@H]([C@H](C)O)n3cc(C)nn3)CC2)n1 | -3 | -7
c1ccc(-c2nnc(-c3ccccc3)c(-c3c[nH]c4ccccc34)n2)cc1 | 30 | 3
O=C(COn1nnc2ccc(Cl)cc21)Nc1ccc(F)cc1 | -12 | 1
CCN(c1ccccc1)c1ncnc2c1cnn2-c1ccccc1 | -3 | -6
COc1ccc(-c2nc(SCC(=O)Nc3c(F)cccc3F)n[nH]2)cc1 | 3 | -4
CC(C)C(=O)Nc1cc(=O)[nH]c2ncnn12 | -3 | -3
O=S(=O)(NN=C1CCCCCCC1)c1ccccc1 | 1 | -4
Cc1ccc(OC(C)C(=O)Nc2ncc(Cl)cc2Cl)c([N+](=O)[O-])n1 (stereo not given) | -16 | 4
O=C(NCCc1ccccc1)c1ccc(Cl)nc1 | -21 | -1
Cc1occc1C(=O)NNC(=O)C1CC1 | -1 | 2
NC(=O)Cn1cc(/C=N\NS(=O)(=O)c2ccccc2)c2ccccc21 | 1 | -1
COc1ccc(CN2C(=O)C(CC(=O)NCc3cccs3)CC(C(=O)N3CCOCC3)=C2C)cc1 (stereo not given) | 10 | -3
COc1cccc(-c2nn(-c3ccc(C)cc3)cc2C(=O)N(C)CC(=O)Nc2cccc(F)c2)c1 | 14 | -10
CCN(CC)C(=O)c1cccc(-c2csc(C(C)(O)c3cccc(F)c3)n2)c1 (stereo not given) | -8 | 4
Cc1ccc(CSc2nc3nc(C)cc(C)c3c(=O)[nH]2)cc1 | -12 | -5
O=[N+]([O-])c1ccccc1S(=O)(=O)NCCc1ccncc1 | -14 | 180
Cc1c(-c2cccs2)[n+](=O)c2c(n1[O-])CCC2 | -5 | 11
CC(=O)N1CCN(C(=O)c2cc(S(=O)(=O)N(C)c3ccc(F)cc3)ccc2Cl)CC1 | -6 | 7
CCN(CC)CCCNc1oc(-c2ccc(OC)c(OC)c2)nc1C#N | 9 | 28
COc1ccc(Cl)cc1Cn1c(C)c(C(=O)NCc2cccc(Cl)c2)sc1=O | 11 | -6
Other records
SMILES | TAG inh | TAG inh DAPI viability
Cc1ccc(S(=O)(=O)N2CCN(CC(O)c3ccccc3)CC2)cc1C (stereo not given) | -3 | -3
COc1ccc(NC(=O)N(C)[C@H]2C[C@H]3c4[nH]c5ccccc5c4CCN3C(=O)[C@H]2[C@H](C)O)cc1 | -4 | 13
O=C(CNC(=O)c1ccc(Br)o1)NC1CCCCCC1 | 7 | -2
CC(C)(C)N1CC23CCC(C[C@@H]2C1=O)O3 (stereo not given in full) | -4 | -2
CCOC(=O)C1=C(c2ccccc2)NC(=O)NC1c1cc(Cl)c(O)c(OC)c1 (stereo not given) | 3 | -5
Nc1cc(-c2ccccc2)nn1S(=O)(=O)c1ccc(F)cc1 | -36 | 19
CN(CCc1ccccc1)C(=O)c1cccc(NC(=O)Cc2cccc(NC(=O)C3CCCN(C(=O)C4CC4)C3)c2)c1 (stereo not given) | 4 | -7
O=C(NCc1ccc2c(c1)OCO2)c1cccc([N+](=O)[O-])c1 | -17 | 1
O=C(CCc1nc(-c2ccccc2F)no1)NCCc1ccccc1Cl | 1 | 43
CCOC(=O)c1[nH]c2ccccc2c1NC(=O)COC | -12 | 4
Cc1ccc([N+](=O)[O-])c(OCCN2CCCCCC2)c1 | 5 | 11
COC(=O)[C@H](Cc1ccccc1)NC(=O)N1CCCCC1 | -6 | 10
O=C(c1ccccc1)N1CCN(CC#Cc2ccccc2)CC1 | 0 | 2
CC(O)c1cccc(NC(=O)CCCc2ccccc2)c1 (stereo not given) | -8 | 5
O=C(CCCN1CCC(NC(=O)c2ccccc2)CC1)c1ccc(Cl)cc1 | 9 | 1
Cc1ccc(Nc2ncc3c(n2)CC(C)CC3=O)c(C)c1 (stereo not given) | 1 | -3
CCC(C)Sc1cccc(-c2nc3cnccn3c2NC2CCCCC2)c1 (stereo not given) | 11 | 103
COC(=O)c1c(NC(=O)CS(=O)(=O)c2ccccc2)sc(C)c1C | 13 | -25
CCN1C(=O)[C@H]2[C@@H](c3ccc(C(F)(F)F)cc3)N[C@]3(CCCN(CC4CCCCC4)C3=O)[C@H]2C1=O | 17 | 6
COc1ccc(OC)c(CNC(=O)c2coc(=O)c3ccccc23)c1 | 20 | -3
O=C(Cn1cc(C(F)(F)F)ccc1=O)NCC1CCCO1 (stereo not given) | -7 | -2
CC1(c2ccc(Cl)cc2)NC(=O)N(CC(=O)N2CCN(S(=O)(=O)c3ccccc3)CC2)C1=O (stereo not given) | 16 | -2
CC1(C)CC(=O)c2cn3c(nc2C1)nc1ccccc13 | -1 | -1
COc1ccc(C(=O)Nc2ccc(C)cc2C(=O)c2ccccc2)cc1 | -3 | -9
CCC(=O)c1ccc(N2CCN(C(=O)COc3ccc(F)cc3)CC2)c(F)c1 | -3 | -6
Remaining list, next part:
SMILES | TAG inh | TAG inh DAPI viability
CCOC(=O)Nc1ccc2c(c1)C(=NNC(=S)NC)c1ccccc1-2 | 58* | -42*
O=C1c2ccccc2C(=O)N1CCc1csc(NNc2nc(CCN3C(=O)c4ccccc4C3=O)cs2)n1 | 12 | 7
O=C(COC(=O)c1ccc(O)cc1)Nc1ccccc1[N+](=O)[O-] | -16 | 0
Cc1ccc(CCCOC(=O)C[N+]2(C)CCOCC2)cc1 | -21 | 9
CCc1nc(C)ccc1OCC(=O)O | -25 | 1
O=S(=O)(c1ccc2ccccc2c1)N1CCCCCC1 | 0 | 2
Cc1ccc2nc(N/C(=N/S(=O)(=O)c3cccs3)c3ccccc3Cl)sc2c1 | -1 | 5
COCCNC(=O)c1c[nH]c2ccc(S(=O)(=O)N3CCc4ccccc43)cc2c1=O | 2 | 0
COc1ccccc1/C=C1\S/C(=N/NC(=O)c2cccc(Br)c2)NC1=O | 0 | 20
CCOC(=O)CN1C(=O)S/C(=C\c2ccc(-c3cccc(C(=O)O)c3C)o2)C1=O | -8 | 0
CCN1CCCC1CNS(=O)(=O)c1ccc(C(=O)Nc2ccccc2)cc1 (stereo not given) | 6 | -8
CCC(=O)N1c2ccccc2C(N(C(C)=O)c2ccccc2)CC1C (stereo not given) | 28 | -1
CCNc1nc(SCC(=O)Nc2ccc(Cl)c(Cl)c2)nc(N(C)C)n1 | -4 | -4
CS(=O)(=O)N(Cc1ccccc1F)c1ccccc1 | -13 | -8
CCN(CC)c1ccc(C=Nc2ccc(C#N)cc2)c(O)c1 | 9 | 2
CCOC(=O)Cc1csc(NC(=S)NC(=O)c2ccc(C)cc2)n1 | -7 | 0
COc1ccc(Cc2nnc(Nc3ccc4c(c3)OCCO4)[nH]c2=O)cc1 | -1 | 14
NC(=O)C1CCN(C(=O)c2cc(-c3ccc(Cl)s3)nc3ccccc23)CC1 | -1 | 5
Cc1nn2c(C(F)(F)F)cc(-c3ccc(Cl)cc3)nc2c1C(=O)N1CCOCC1 | 12 | 5
Cc1ccc2c(c1)N(C(=O)CCC(=O)N1CCCCC1)CCO2 | 12 | -15
OCCN1CCOCCN(CCO)CCOCC1 | 1 | 5
COc1cc(NC(=O)c2cc(-c3ccc(F)cc3OC(C)C)n[nH]2)cc(OC)c1OC | 6 | -7
CCn1c(SCC(=O)N2CCC(C)CC2)nc2c([nH]c3ccccc32)c1=O | 1 | 4
C[C@H]1CN([C@@H](C)CO)C(=O)CCCn2cc(nn2)CO[C@@H]1CN(C)S(=O)(=O)c1cccs1 | 17 | -9
Cn1c(=O)c2c(nc(CN3CCOCC3)n2CCCO)n(C)c1=O | 6 | -1

Reprinted from above, 13 compounds:
SMILES | TAG inh | TAG inh DAPI viability
CCNc1nc(SCC(=O)Nc2ccc(Cl)c(Cl)c2)nc(N(C)C)n1 | -4 | -4
CS(=O)(=O)N(Cc1ccccc1F)c1ccccc1 | -13 | -8
CCN(CC)c1ccc(C=Nc2ccc(C#N)cc2)c(O)c1 | 9 | 2
CCOC(=O)Cc1csc(NC(=S)NC(=O)c2ccc(C)cc2)n1 | -7 | 0
COc1ccc(Cc2nnc(Nc3ccc4c(c3)OCCO4)[nH]c2=O)cc1 | -1 | 14
NC(=O)C1CCN(C(=O)c2cc(-c3ccc(Cl)s3)nc3ccccc23)CC1 | -1 | 5
Cc1nn2c(C(F)(F)F)cc(-c3ccc(Cl)cc3)nc2c1C(=O)N1CCOCC1 | 12 | 5
Cc1ccc2c(c1)N(C(=O)CCC(=O)N1CCCCC1)CCO2 | 12 | -15
OCCN1CCOCCN(CCO)CCOCC1 | 1 | 5
COc1cc(NC(=O)c2cc(-c3ccc(F)cc3OC(C)C)n[nH]2)cc(OC)c1OC | 6 | -7
CCn1c(SCC(=O)N2CCC(C)CC2)nc2c([nH]c3ccccc32)c1=O | 1 | 4
C[C@H]1CN([C@@H](C)CO)C(=O)CCCn2cc(nn2)CO[C@@H]1CN(C)S(=O)(=O)c1cccs1 | 17 | -9
Cn1c(=O)c2c(nc(CN3CCOCC3)n2CCCO)n(C)c1=O | 6 | -1

The list continues.
SMILES | TAG inh | TAG inh DAPI viability
Cc1ccc(NC(=O)CCC(=O)Nc2ccc(C)cc2)cc1 | 2 | -12
Cc1ccc(-n2cccn2)c(CN2CCCC(C(=O)c3sccc3C)C2)c1 (stereo not given) | -10 | 13
CCOCCn1c(SCc2ccc(C)cc2)nc2c1c(=O)[nH]c(=O)n2C | -29 | 4
O=C(CN1CCC(n2nnc3cc(F)ccc32)CC1)NCc1ccco1 | -14 | -5
O=C(COC(=O)c1cc[n+]([O-])cc1)Nc1ccc(Cl)cc1C(F)(F)F | -7 | 43
CC1(C(=O)O)CCCN1C(=O)c1ccccc1OC(F)(F)F (stereo not given) | -5 | -4
O=C(NCc1ccccc1)c1ccc(Cl)c(S(=O)(=O)N2CCCC2)c1 | -2 | -1
Cc1cc(C)cc(NC(=O)C2CC3CCC2C3)c1 (stereo not given) | -9 | 1
Cc1cc(/C=C(\C#N)C(=O)NCc2cccs2)c(C)[nH]1 | -38 | -13
CCN1CCN(c2ccc(S(=O)(=O)N3CCCCC3)cc2NC(=O)Cc2ccc(OC)cc2)CC1 | 2 | -1
Cc1nonc1CN(C)C(=O)c1ccc(OC2CCN(C(=O)c3cccnc3)CC2)cc1 | 1 | 0
COCCN(CC(=O)NCC1CCCO1)C(=O)CCC(=O)Nc1ccccn1 (stereo not given) | 4 | 5
CCOc1ccc(NC(=O)CSc2nnc(Cn3cnc4ccccc43)n2C)cc1 | -16 | 11
CN1C(=O)C(C)(C)c2cc(S(=O)(=O)N3CCN(c4ccccc4F)CC3)ccc21 | -8 | 7
COCCNc1cc(C)nc2c(-c3ccccc3OC)c(C)nn12 | -1 | 1
COc1ccc(NC(=O)c2cc(-c3cc(F)ccc3OC(C)C)n[nH]2)c(OC)c1 | 24 | 11
CC(=O)N1N=C(c2ccc(C)cc2)OC1c1ccc(C)cc1 (stereo not given) | -20 | -6
COc1cccc(C(=O)NC2C(=O)N3C(C(=O)O)=C(COC(C)=O)CSC23)c1 (stereo not given) | 2 | 15
Cc1ccc2c(c1)NC(=O)C(CC(=O)NCCCN1CCCCC1C)O2 (stereo not given) | 13 | -6
Cn1c(N2CCN(C(=O)NC34CC5CC(CC(C5)C3)C4)CC2)nc2ccccc21 | -4 | 8
FC(F)Oc1ccccc1NC(=S)Nc1cccnc1 | -3 | 9
Cn1c(=O)n(CC(=O)NC2CCCCC2)c(=O)c2ccccc21 | 4 | -8
COCCn1c(SCC(=O)NC2CCCCC2)nc2c(c1=O)SCC2 | -12 | 0
O=[N+]([O-])c1ccc(CSc2nnc(-c3cccnc3)o2)cc1 | 1 | 3
CC(C)c1ccc(C2(C)NC(=O)N(CC(=O)N3CCN(C(=O)c4cccs4)CC3)C2=O)cc1 (stereo not given) | 11 | 3
(continued)
SMILES | TAG inh | TAG inh DAPI viability
CC(C)C[C@H]1CN=C(Nc2ccccc2)N1CCC1CCCC1 | -15 | 18
CCOC(=O)c1cc2c(C)nn(-c3ccccc3)c2s1 | -6 | 17
Cc1nc(N2CCN(c3ccccn3)CC2)c2c(C)c(C(=O)Nc3ccccc3F)sc2n1 | -9 | -13
CN(Cc1cc(Cl)cc(Cl)c1O)Cc1c(O)ccc2ccccc12 | 5 | -6
Cc1ccc(C)c(C(=O)COC(=O)c2ccccc2N2C(=O)C3C4CCC(C4)C3C2=O)c1 (stereo not given) | -13 | 3
CCCOc1ccc(S(=O)(=O)N2CCCC2)cc1[N+](=O)[O-] | -6 | -5
O=C(O)c1ccc(NC(=O)c2cccc(S(=O)(=O)Nc3ccc(C(=O)O)cc3)c2)cc1 | -7 | 2
Cc1ccc(S(=O)(=O)N2CCN=C2SCc2cccnc2)cc1 | 7 | 0
COc1cccc(C2=NOC(C(=O)N3CCc4ccccc4C3)C2)c1 (stereo not given) | -5 | -7
CC(=O)NC12CC3CC(C1)CC(C(=O)Oc1ccc(N(C)S(=O)(=O)c4cc(C)ccc4C)cc1)(C3)C2 | -9 | 1

Complete entries from above.
Cc1ccc(S(=O)(=O)N2CCN=C2SCc2cccnc2)cc1 as listed: TAG inh: 7; TAG inh DAPI viability: 0
CC(=O)NC12CC3CC(C1)CC(C(=O)Oc1ccc(N(C)S(=O)(=O)c4cc(C)ccc4C)cc1)(C3)C2 as listed: TAG inh: -9; TAG inh DAPI viability: 1
